Furin inhibitor = blocks human furin protease activity | inhibition, % at 30 µM | AID 463115 | 220,000 compounds, 0.061% hits | P09958 | purified furin, fluorogenic substrate cleavage; in the data active means inhibition above about 25%; further: inactives centre near -15
Rad51 HR inh = blocks human Rad51 in homologous recombination; Q06609; hRad51 DNA strand exchange, fluorescence dequenching; inhibition, % at 10 µM; 200,000 compounds, 0.085% hits;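 active means inhibition above 40% at the single screening dose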;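 further: 0% = DMSO control wells and 100% = blanks with heterologous ssDNA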
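System: hRad51 filaments on single-stranded DNA; reagent: Fluorescein- and BHQ1-tagged 47-mer duplex; compound dosing: one concentration, 10 µM final; timing: filaments 15 min 37 °C, then compound 30 min; measured by: fluorescein emission 520 nm, excitation 485 nm; benchmarks: per-plate controls and blanks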
thrombin 1536 = blocks human thrombin protease activity. P00734. alpha-thrombin, Boc-VPR-AMC fluorogenic substrate cleavage. inhibition, % at 5 µM. 220,000 compounds, 0.26% hits;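 active means inhibition at or above 40%; inactive means inhibition below 40%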;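 further: 0% = enzyme with no compound and 100% = wells without enzyme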
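System – human alpha-thrombin · Medium – pH 7.5 Tris (50 mM) with NaCl 150 mM, Tween 20 0.05% · Compound – single-point dosing at 5 µM, 0.2% DMSO · Incubation – enzyme reaction carried out at room temperature · Technique – fluorescence of released AMC, ex 355 nm, em 460 nm · Read-out basis – % inhibition of thrombin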
PERK inh = blocks human PERK kinase | Q9NZJ5 | CHO PERK-DD fusion, SEAP luminescence translation reporter | inhibition, % at 5.6 µM | 220,000 compounds, 0.17% hits | AID 1416;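 active means inhibition above the mean inhibition of all tested compounds plus 3 SD, set separately per screening campaign, cut at about 2.9% in these data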;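 further: PERK kinase domain activated by AP20187 dimerizer at 100 nM; 0% = DMSO with dimerizer and 100% = rapamycin at 8.4 µM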
FXIa inh = blocks human coagulation factor XIa protease activity. purified FXIa, Boc-Glu-Ala-Arg-AMC fluorogenic substrate. AID 798. 220,000 compounds, 0.14% hits. inhibition, % at 5 µM;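 active means inhibition of at least 40%; inactive means inhibition below 40%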;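 further: fluorescence of freed AMC excited at 355 nm; 0% = enzyme without compound and 100% = no enzyme blank; many of its hits are not listed in these tables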
Target sequence (P03951 19-387 limits assumed): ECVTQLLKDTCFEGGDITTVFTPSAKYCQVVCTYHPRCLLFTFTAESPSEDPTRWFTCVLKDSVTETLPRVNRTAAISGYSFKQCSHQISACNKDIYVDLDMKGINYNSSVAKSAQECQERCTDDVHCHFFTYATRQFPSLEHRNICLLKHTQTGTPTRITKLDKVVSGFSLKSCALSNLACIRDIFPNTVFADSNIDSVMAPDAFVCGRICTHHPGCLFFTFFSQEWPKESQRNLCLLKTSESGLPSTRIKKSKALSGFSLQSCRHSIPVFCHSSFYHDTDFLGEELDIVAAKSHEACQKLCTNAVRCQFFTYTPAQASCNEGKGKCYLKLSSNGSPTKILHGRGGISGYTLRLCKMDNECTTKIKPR
Target sequence (P03951 388-625 limits assumed): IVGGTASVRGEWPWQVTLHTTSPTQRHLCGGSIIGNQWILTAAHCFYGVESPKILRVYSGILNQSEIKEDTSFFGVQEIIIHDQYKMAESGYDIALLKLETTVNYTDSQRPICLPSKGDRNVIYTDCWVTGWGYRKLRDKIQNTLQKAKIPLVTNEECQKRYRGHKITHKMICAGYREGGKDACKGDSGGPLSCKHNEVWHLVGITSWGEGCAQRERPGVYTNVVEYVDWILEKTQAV
KCC2 mod = modulates chloride dependent transport by human KCC2 | AID 1456 | KCC2 cells, thallium flux FluoZin-2 fluorescence | 190,000 compounds, 2.2% hits | B-score of Tl+ flux slope (higher = more flux/activation; lower = inhibition) at 10 µM | Q9H2X9;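 active means thallium flux slope and its plate-corrected score both differing from the plate sample mean at a set confidence after two filtering rounds, in either direction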;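 further: slope of fluorescence scaled to starting intensity during 10 to 20 s after thallium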
hK5 inh = blocks human kallikrein 5 protease activity; Q9Y337; recombinant hK5, fluorogenic AMC substrate cleavage; inhibition, % at 5 µM; 210,000 compounds, 0.59% hits;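 active means inhibition of 40% or more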;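 further: 0% = enzyme controls without compound and 100% = no-enzyme blanks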
Target sequence (Q9Y337 67-293 limits assumed): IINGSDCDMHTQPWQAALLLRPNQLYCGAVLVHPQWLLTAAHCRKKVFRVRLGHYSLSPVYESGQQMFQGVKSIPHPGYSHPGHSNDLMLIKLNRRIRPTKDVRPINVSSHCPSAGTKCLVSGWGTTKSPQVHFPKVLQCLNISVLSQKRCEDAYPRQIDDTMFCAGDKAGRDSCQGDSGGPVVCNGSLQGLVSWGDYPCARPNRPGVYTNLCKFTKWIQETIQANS
FXIIa inh 1536 = factor XIIa (human) inhibition | P00748 | purified FXIIa, Boc-QGR-AMC fluorogenic substrate, 2 h | inhibition, % at 5 µM | 220,000 compounds, 0.3% hits | AID 800; in the data active means inhibition above about 40%;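 further: 0% = enzyme with no compound and 100% = blank without enzyme; many of its hits are not listed in these tables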
Calpain2 inh = inhibitors of pig calpain II. AID 1236. inhibition, % at 16 µM. purified calpain II, fluorogenic peptide substrate, 30 min. 220,000 compounds, 0.37% hits;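 active means inhibition above about 50%, limit read from the data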
The depositor's hits bear a star; · = not tested or not shown; [ ] = remark or other dose.

SMILES	Furin inhibitor	Rad51 HR inh	thrombin 1536	PERK inh	FXIa inh	KCC2 mod	hK5 inh	FXIIa inh 1536	Calpain2 inh
COc1ccc(C2(O)CN(c3ccccc3)C3=[N+]2CCS3)cc1OC (centres undefined)	-8	-1	-3	0.2	-6	0.0094	-4	4	2
Nc1ccc(N2CCCCCC2)cc1	-3	-12	-8	0.2	3	·	-4	4	2
O=C(NCc1ccc2c(c1)OCO2)c1cccc([N+](=O)[O-])c1	-15[20 µM]	4	-2	0.4	0	·	4	11	-25
O=C(NCc1ccccc1)c1c(F)c(F)c(F)c(F)c1F	-17	5	1	0.8	-10	-0.063	-8	13	-27
C=CCN1C(=O)S/C(=C/c2ccc(Sc3nc4ccccc4[nH]3)o2)C1=O	1	0	-5	-0.3	7	-0.97	-13	11	2
O=c1cc(N2CCCCC2)c(-c2ccccc2)nn1Cc1c(Cl)cccc1Cl	3[20 µM]	4	1	1.7	4	-1	-11	8	-2
O=C(CNC(=O)c1ccccc1)Nc1ccsc1C(=O)O	-9	·	-4	0.7	-4	·	-4	-2	-3
O=C(NCCCNC(=O)c1ccco1)c1ccco1	2	-9	1	0.4	3	0.27	-4	11	-35
CCC(C)N(C(=O)COC(=O)/C=C/c1ccc(O)c(OC)c1)C1CCS(=O)(=O)C1 (centres undefined)	-13	1	-4	1.4	1	1.3	0	14	-33
O=C1Nc2ccccc2OC1CC(=O)N1CCN(c2cccc(C(F)(F)F)c2)CC1 (centres undefined)	-5	5	1	-0.3	-3	-0.14	-29	16	-66
NC(=O)C1CC(=O)N(c2ccc(OCc3ccc(Cl)cc3Cl)cc2)C1 (centres undefined)	-22	5	-4	0.5	2	0.8	4	13	-24
Cc1ccc(-n2c(=O)[nH]c3c(oc4ccccc43)c2=O)cc1	-21	-13	-3	1.7	-7	-0.31	-6	5	-82
O=c1c(Cc2c(F)cccc2Cl)c(O)ccn1Cc1ccc(F)cc1	-33	5	2	1.5	4	0.87	-17	-4	-19
OCCNNC(=S)NC1CC2C=CC1C2 (centres undefined)	-14	15	-5	0.3	-1	0.0058	0	0	-13
O=C(O)C=C1CCN(c2ncc(C(F)(F)F)cc2Cl)CC1	-13	-4	3	0.1	1	0.2	-8	17	-8
CCC(C)(C(=O)NC1CCCCC1)N(Cc1cccs1)C(=O)c1ccc(=O)[nH]c1 (centres undefined)	-12	-3	3	1.2	24	2.5	1	23	2
COc1ccc(NC(=O)[C@@H](NC(N)=O)C(C)C)cc1Cl	-7	1	4	1.9	-2	1.2	-2	2	6
O=C(CN1CCN(C(=O)c2ccco2)CC1)Nc1cccc([N+](=O)[O-])c1	-22	·	0	0.9	-2	0.19	-4	4	4
CCCN1C(=O)C(O)(C2COC(C)(C)CC2=O)c2ccccc21 (centres undefined)	-13	11	-8	0.0	-5	0.77	0	-1	-12
COCCn1c(C)cc(C(=O)CSc2nc(C)cc(C)c2C#N)c1C	-11[20 µM]	-2	0	-0.3	2	·	5	14	-1
CCCC(=O)Nc1cc2c(cc1C(C)=O)OCCO2	-7	·	0	0.7	1	-0.13	·	12	-80
CCOCC(O)CNC(=O)c1ccc(OC2CCN(C(=O)c3cccnc3)CC2)cc1 (centres undefined)	-27	0	3	0.6	1	0.23	2	9	-12
COc1ccc(CC(=O)O/N=C(\N)c2ccc(C)cc2)cc1	-22	·	-2	0.3	1	-0.041	3	9	15
Cc1ccccc1CS(=O)(=O)CCC(=O)N1CCN(c2ccc(N3CCOCC3)nn2)CC1	-17[20 µM]	-4	2	1.4	4	0.13	5	12	-341
CC(C)Cn1c(N)c(C(=O)COC(=O)c2ccc([N+](=O)[O-])o2)c(=O)n(C)c1=O	-20	6	-15	0.3	-4	-0.26	-2	10	1
CN(Cc1ccccc1)C(=O)COC(=O)C1=NNC(=O)CC1	2	-7	-12	0.2	1	1.1	-16	1	32
O=C(O)c1ccc(NC2=Nc3cccc4cccc2c34)cc1	-13	·	-2	2.1	1	-1.3	3	7	-42
Cc1sc2ncnc(N3CCCCC3)c2c1C	-13[20 µM]	0	2	-0.4	-1	·	0	14	-6
COC(=O)Cc1ccc(Oc2ncc(C(F)(F)F)cc2Cl)cc1	-21	-10	2	-0.1	1	0.55	22	14	-8
O=C1C2C3C=CC(C3)C2C(=O)N1/N=C/c1cc(Br)cc([N+](=O)[O-])c1O (centres undefined)	4[20 µM]	-2	6	0.1	10	·	-20	7	-14
CCCc1nc2c(nnn2Cc2ccccc2F)c(=O)[nH]1	-26[20 µM]	-3	-6	-0.5	-1	·	-15	-9	-29
CCC(C)(C)NC(=O)C(c1ccc(O)cc1)N(CCOC)C(=O)CCC(=O)Nc1nccs1 (centres undefined)	-19	10	-5	1.8	-2	-1.6	0	7	-12
COc1cccc(NC(=S)N(Cc2ccco2)C(C)c2ccco2)c1 (centres undefined)	-16	0	-11	0.2	-11	-0.67	-6	7	6
O=C(NCCCCCCNC(=O)N1CCCCCC1)N1CCCCCC1	5[20 µM]	-6	-3	0.1	-6	0.017	-3	4	10
COc1ccc(-c2cccc(C(=O)Nc3cccc(C(=O)O)c3)c2)cc1	-18	-3	-4	0.3	4	-2.7	4	12	-26
O=C(O)CCC(=O)c1ccc2c(c1)OCCCO2	-14	-3	4	-0.1	11	0.25	3	8	0
CS(=O)(=O)NN1C(=O)c2ccccc2NC1c1cccc(O)c1 (centres undefined)	-20	·	-9	0.8	-8	0.63	·	-1	-435
CCOCCCNC(=O)c1ccc2c(=O)n(Cc3ccc(OC)cc3)c(=O)[nH]c2c1	-3	·	-2	-0.9	-5	0.062	-3	8	8
CCC(C(=O)Nc1cc(Cl)c(OC)cc1OC)c1ccccc1 (centres undefined)	-29	-5	-6	0.1	-2	-0.35	0	·	-6
Cc1ccccc1Nc1c(-c2cccnc2)nc2ccc(Br)cn12	-4	3	-14	0.7	-3	-0.51	-6	0	7
CCN(CCNC(=O)C1=C(C)C(=O)OC12CCC(C)CC2)c1ccccc1 (centres undefined)	-29	·	14	1.1	4	0.78	3	8	-6
COC(=O)c1ccc(N2CCS(=O)(=O)CC2)cc1	-12	-39	-10	0.0	-3	0.22	-8	5	-26
CCc1nnc(NC(=O)CSc2nnc(CCc3nc4ccccc4[nH]3)n2C)s1	-19	1	2	1.3	-7	0.9	-9	13	6
CCOC(=O)c1ccc(S(=O)(=O)n2c(CN3CCCCC3)nc3ccccc32)cc1	-25	-4	-4	0.9	1	-0.054	1	4	11
O=C(NCc1cccnc1)c1ccc(CS(=O)(=O)Cc2ccc(Cl)cc2)o1	-20	4	0	-0.3	1	-2	3	15	-21

Full records as entered above. Screens in order: Furin inhibitor, Rad51 HR inh, thrombin 1536, PERK inh, FXIa inh, KCC2 mod, hK5 inh, FXIIa inh 1536, Calpain2 inh
Shown for CCC(C)(C)NC(=O)C(c1ccc(O)cc1)N(CCOC)C(=O)CCC(=O)Nc1nccs1 (centres undefined) → -19, 10, -5, 1.8, -2, -1.6, 0, 7, -12
Shown for O=C(O)CCC(=O)c1ccc2c(c1)OCCCO2 → -14, -3, 4, -0.1, 11, 0.25, 3, 8, 0
Shown for O=C(NCCCCCCNC(=O)N1CCCCCC1)N1CCCCCC1 → 5[20 µM], -6, -3, 0.1, -6, 0.017, -3, 4, 10
Shown for CCN(CCNC(=O)C1=C(C)C(=O)OC12CCC(C)CC2)c1ccccc1 (centres undefined) → -29, ·, 14, 1.1, 4, 0.78, 3, 8, -6

A few values from the list.
Result of `CCCc1nc2c(nnn2Cc2ccccc2F)c(=O)[nH]1` in FXIa inh: -1
Result of `O=C(O)CCC(=O)c1ccc2c(c1)OCCCO2` in PERK inh: -0.1
Result of `CCN(CCNC(=O)C1=C(C)C(=O)OC12CCC(C)CC2)c1ccccc1` (centres undefined) in FXIIa inh 1536: 8

Remaining list, next part:
SMILES	Furin inhibitor	Rad51 HR inh	thrombin 1536	PERK inh	FXIa inh	KCC2 mod	hK5 inh	FXIIa inh 1536	Calpain2 inh
COc1ccc(-c2nc(-c3ccccn3)nc(N3CCN(C)CC3)c2C#N)cc1	-1	0	-2	-1.3	-2	-0.69	-5	1	5
O=C(NCc1ccco1)c1cc(=O)c2ccccc2o1	-21	6	-20	0.8	-9	0.13	-6	1	-10
O=C1C(=O)c2ccccc2C([O-])=C1[n+]1ccccc1	-6	-7	-5	0.4	-3	-0.55	0	1	-8
CC1(C)CC(C)(c2ccc(O)cc2O)N(c2cccc(Cl)c2)C(=S)N1 (centres undefined)	-12[20 µM]	-11	-1	0.6	4	2.8	-2	13	-34
C=CCNC(=S)Nc1cc(Cl)ccc1OC	-17	9	-6	1.2	1	0.45	-13	3	-14
COc1ccc2c(c1)C=C(C(=O)NCc1ccc(Cl)cc1)CO2	-15[20 µM]	-3	-5	0.6	-6	·	-8	4	-22
Cn1c(COc2ccc(Cl)cc2)nnc1SCC(=O)NC1CCCCC1	-20[20 µM]	-9	·	-0.5	·	-1.3	·	·	·
O=C(NC1CCCC1)C(c1ccccc1F)N(C(=O)c1ccco1)C1CCCC1 (centres undefined)	-11	-8	-13	-0.7	-14	0.76	-26	-17	10
CN(C)S(=O)(=O)c1cc(NC(=O)CN2CCN(c3ccccc3O)CC2)ccc1Cl	-23	-5	9	-0.3	-10	-1.5	-6	6	-31
Cc1cc(=O)[nH]c(SCC(=O)NCc2ccco2)n1	-13[20 µM]	3	-2	1.1	1	-0.034	4	4	-20
CCCCCCn1c(O)c(/C=C2\C=NN=C2c2ccccc2)sc1=S	-6	1	-5	1.0	-2	0.33	-2	9	35
COC(=O)C1=C(N)Oc2cc(C)n(Cc3cccnc3)c(=O)c2C1c1cccc(OC)c1OC (centres undefined)	-21	-1	-1	0.0	2	1.4	-4	0	-7
Cc1nc(SCC(=O)O)c2oc3ccccc3c2n1	-13	1	5	-0.1	24	-0.46	-7	29	4
COc1ccc2c3c(c(=O)oc2c1OCC(=O)C(C)(C)C)CCCC3	-12[20 µM]	-9	1	0.2	-1	-0.48	2	8	-427
Cc1ccc(C)c(CSc2nc(-c3ccco3)nc3c2c(=O)n(C)c(=O)n3C)c1	-5	1	2	0.3	0	0.89	-2	2	-11
CC(=NCCCn1ccnc1)c1c(-c2ccccc2)[nH]n(-c2nc3ccccc3s2)c1=O	-10[20 µM]	2	-2	-1.1	2	·	11	10	-73

Screening data: PubChem BioAssay, several laboratories

Not all compounds are listed; count on the stated rates, not on these rows.
